# High-throughput results from PubChem BioAssay.
# GALK inhibitor – galactokinase (human) inhibition; P51570; Purified GALK, Kinase-Glo residual ATP luminescence; Potency, µM (top dose mostly 57.5 µM), for inactives: at the top dose activity change, negative = inhibition, actives largely listed as inhibitors; 0.007% of 270,000 active; AID 1868; further: potency means the concentration at half of the fitted maximal effect; on the % scale 0 is the no-effect control and ±100 the full control effect
# Target sequence (P51570 whole entry, looked up): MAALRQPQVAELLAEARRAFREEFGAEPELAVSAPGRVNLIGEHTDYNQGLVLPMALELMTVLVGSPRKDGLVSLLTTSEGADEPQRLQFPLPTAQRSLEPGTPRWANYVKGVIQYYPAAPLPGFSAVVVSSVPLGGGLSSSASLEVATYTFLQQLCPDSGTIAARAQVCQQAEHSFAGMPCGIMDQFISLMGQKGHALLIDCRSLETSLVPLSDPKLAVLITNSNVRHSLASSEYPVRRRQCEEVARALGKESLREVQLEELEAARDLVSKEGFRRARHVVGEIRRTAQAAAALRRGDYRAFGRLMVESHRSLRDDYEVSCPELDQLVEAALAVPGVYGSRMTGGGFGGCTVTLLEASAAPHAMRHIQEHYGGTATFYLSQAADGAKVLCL
#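 Galactose (100 uM) and ATP (35 uM) were turned over by 5 nM GALK for 1 h at RT. Kinase-Glo Plus then converted the remaining ATP into a luminescent signal.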
# PKM2 act – activators of human pyruvate kinase M2. P14618. purified PKM2, Kinase-Glo ATP luminescence, activation; response scale: 0% is enzyme alone, no compound. Potency, µM (series often up to 57.5 µM), inactives show top-dose activation, most hits filed as activators. 0.34% of 260,000 active; further: potency means the concentration at half of the fitted maximal effect; on the % scale 0 is the no-effect control and ±100 the full control effect; nearly all actives have a fitted effect of over 55% in size
#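 Kinase-Glo luminescence reports ATP generated from ADP (0.1 mM) and PEP (0.5 mM) by purified hPK-M2 after 1 h at room temperature, pH 7.2 imidazole buffer; intermediate enzyme activity allows detecting inhibitors and activators.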
# B2AR arrestin – agonists driving beta-arrestin recruitment to human beta2-adrenergic receptor; 0.02% of 330,000 active; beta-arrestin recruitment to beta2AR, cell-based reporter; Potency, µM (doses to about 46.1 µM), for the others: at the highest dose activation, actives largely listed as activators;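 further: potency means the concentration at half of the fitted maximal effect; 0% = DMSO controls and full agonism = EC100 isoproterenol or metaproterenol; nearly all actives have a fitted effect of over 65% in size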
# Target sequence (P07550 whole entry, looked up): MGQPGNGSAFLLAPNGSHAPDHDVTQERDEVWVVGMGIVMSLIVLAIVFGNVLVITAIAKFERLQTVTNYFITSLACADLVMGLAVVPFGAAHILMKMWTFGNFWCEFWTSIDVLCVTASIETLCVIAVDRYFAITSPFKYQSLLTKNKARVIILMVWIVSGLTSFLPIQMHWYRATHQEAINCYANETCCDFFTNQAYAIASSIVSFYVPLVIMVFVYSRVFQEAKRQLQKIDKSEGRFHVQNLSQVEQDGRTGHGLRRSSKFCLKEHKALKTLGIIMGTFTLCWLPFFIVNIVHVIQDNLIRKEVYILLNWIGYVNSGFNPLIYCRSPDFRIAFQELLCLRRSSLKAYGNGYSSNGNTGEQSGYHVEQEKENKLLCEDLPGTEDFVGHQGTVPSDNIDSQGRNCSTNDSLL
# USP2a block – inhibitors of human ubiquitin-specific protease USP2a; 0.01% of 330,000 active; USP2 core, Ub-CHOP2 coupled fluorogenic reporter, 485/531; O75604; Potency, µM (highest dose often 38.3 µM), inactives show top-dose activity change, negative = inhibition, most hits filed as inhibitors;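 further: potency means the concentration at half of the fitted maximal effect; plate controls were DMSO wells for no effect and full inhibition by NEM control for full effect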
#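 Deubiquitinase activity read as fluorescence (485/531 nm) after Ub-CHOP2 cleavage activates the enterokinase reporter on its substrate; USP2 core 10nM, Ub-CHOP2 and substrate 25nM each, 30min compound preincubation then 60min RT; data normalized to NEM, curves fitted.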
# MLL CXXC-DNA inh – blocks binding of human MLL CXXC domain to DNA; 0.037% of 290,000 active; Q03164; MLL-CXXC / FITC-HOXA9 DNA fluorescence polarization; Potency, µM (top dose mostly 115 µM), for the others: at the highest dose activity change, negative = inhibition, hits mostly inhibitors; AID 2662; active means well fitted inhibition curve with a large enough effect in the polarisation, with a control signal flat, not every such curve was filed as active; inconclusive means small, poorly fitted or top-dose-only effect, or effect the other way, or a change in a side signal; inactive means no such curve, though single readings can be large or run the other way; the % refers to the polarisation; further: potency means the concentration at half of the fitted maximal effect
#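 Fluorescence polarization: 7 uM MLL-CXXC (stock) preincubated 5 min with compounds, then 50 nM fluorescein-HOX-A9 DNA (stock) added; 30 min ambient. Buffer 50 mM Tris-HCl pH 7.5, 50 mM NaCl, 1 mM DTT, 0.05% BSA.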
# Menin MLL FP TR – menin-MLL binding inhibition, Texas Red mutant peptide. 0.23% of 270,000 active. O00255. Menin + Texas Red MLL mutant peptide, fluorescence polarization. Potency, µM (titrated, usually from 61.6 µM), inactives show at the highest dose FP activity change, negative = inhibition, hits mostly inhibitors. AID 1768; active means well fitted inhibition curve with a large enough effect in the polarisation, with a control signal flat, not every such curve was filed as active; inconclusive means small, poorly fitted or top-dose-only effect, or effect the other way, or a change in a side signal; inactive means no such curve, though single readings can be large or run the other way; the % refers to the polarisation; further: potency means the concentration at half of the fitted maximal effect; % of control where 0% means no effect; many of its hits are not listed in these tables
# KCNH2 WT inh – KCNH2 (human, wildtype) channel inhibition | activity change, % at 1.84 µM | U2OS, BacMam KCNH2, thallium flux FluxOr; active compounds read low | 0.37% of 340,000 active;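 active means maximum activity change below -70%; inconclusive means maximum activity change between -70% and -50%; inactive means maximum activity change above -50%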; further: on the % scale 0 is the no-effect control and ±100 the full control effect
#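 U2OS cells transduced with wild-type KCNH2 virus are loaded with FluxOr dye for 45 min, and thallium flux is measured in kinetic reads before and after stimulation buffer. Rate constants are normalized to DMSO controls.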
# Giardia killer – Giardia lamblia killing | activity change, % at 7.66 µM, hits read low | AID 540267 | Giardia lamblia trophozoite viability | 0.15% of 340,000 active; in the data active means activity change below about -80%; inconclusive means between about -30% and that limit;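 further: parasites exposed to compound for two days anaerobically before the ATP read; on the % scale 0 is the no-effect control and ±100 the full control effect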
#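 Luminescence from cellular ATP indicates surviving trophozoites (100 cells/well) following 48 hrs anaerobic compound treatment at 37 deg C; signal develops 15-30 min at room temperature.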
# TRPV1 agonist – activates the human vanilloid receptor TRPV1. Q8NER1. TRPV1-expressing cells, Fluo-8 calcium influx, agonist mode. activation, % at 8.33 µM. 0.19% of 320,000 active. AID 540275; in the data active means activation above about 80%; inconclusive means between about 30% and that limit; further: 0% is about no effect
#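 TRPV1-expressing cells were cultured overnight at 35.5C and loaded with Fluo-8 calcium dye for 40 to 90 min at room temperature. After a 10 s baseline, compound was added and calcium influx was read kinetically for 3 min (ex 480/em 520 nm).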
# FBPA coupling cs – counter-screen for Giardia aldolase inhibitors: coupling enzyme system; coupling enzyme system counterscreen, AmpLite Red fluorescence; activity change, negative = inhibition, % at 58.2 µM, hits read low; 0.67% of 290,000 active; AID 2472; in the data active means activity change below about -30%; further: on the % scale 0 is the no-effect control and ±100 the full control effect
#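 Fluorescence at 525 nm excitation and 598 nm emission measured inhibition of the coupled detection system without aldolase. Compounds (at 57.5 uM final) were preincubated 10 min at room temperature with coupling enzyme reagent before a 20 min substrate/AmpLite Red step.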
# KCNH2 3.1 inh – blocks the human KCNH2 3.1 channel isoform; U2OS KCNH2 3.1, thallium flux FluxOr; active compounds read low; activity change, % (tested at about 1.8 µM); 0.95% of 340,000 active; AID 720553;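 active means maximum activity change below -70%; inconclusive means maximum activity change from -70% to -50%; inactive means maximum activity change above -50%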;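 further: thallium influx rate constant from kinetic fluorescence after stimulation buffer; on the % scale 0 is the no-effect control and ±100 the full control effect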
#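 Thallium flux via FluxOr fluorescence (Red40 quencher, 45 min loading) in U2OS cells virally expressing the KCNH2 3.1 isoform (1.77 x 10^8 /mL virus, overnight at 37 C). Rate constants from 2-min kinetic reads post-stimulation, normalised to positive and negative controls.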
# * = called active by the depositor; ? = inconclusive; nt = no result given; [ ] = dose if it differs, or a comment. Unless noted, the call rests on the fitted dose curve; in most records, active means well fitted curve in the direction sought with a large enough effect; inconclusive means small, poorly fitted or top-dose-only effect, or another doubt; inactive means no such curve, though single readings can be large; an effect the other way counts as inactive or inconclusive. Only part of the results is shown, so the mix of outcomes need not match the whole.
structure,GALK inhibitor,PKM2 act,B2AR arrestin,USP2a block,MLL CXXC-DNA inh,Menin MLL FP TR,KCNH2 WT inh,Giardia killer,TRPV1 agonist,FBPA coupling cs,KCNH2 3.1 inh
CC(C)c1cc(N2CCC(=O)NC2=O)cc(C(=O)O)c1O,nt,3%,10%,2%,11%,-1%,14,-8,6,-1,11
COc1cc2[nH]c3c(=O)n4c(nc3c2cc1OC)SCCC4,2%,-2%,-1.1%,0%,0%,5%,6,7,-4,-6,14
Cc1cccn2c(=O)c3cc(C(=O)NCCN4CCOCC4)n(C)c3nc12,-3%,3%,-0.2%,-1%,40%[activator],nt,1,3,5,nt,-3
COc1ccc(C(CNC(=O)COc2ccccc2C#N)N2CCOCC2)cc1 (stereo not given),0%,-9%,-0.1%,2%,-20%,9%,0,9,1,0,0
CC(C)CCNC(=O)C(c1ccc(O)cc1)N(C(=O)C1COc2ccccc2O1)c1cccc(O)c1 (stereo not given),3%,1%,-1.0%,0%,-21%,13%,-5,-10,?,-5,11
C=C(C)/C=N/NC(=S)Nc1ccc(S(=O)(=O)N2CCOCC2)cc1,8%,2%,0.1%,0%,5%,nt,9,-23,0,-10,20
Cc1ccc2cccc(S(=O)(=O)N3CCCc4ccccc43)c2n1,0%,-3%,-0.1%,3%,7%,7%,0,-1,4,-30,16
CCC1CCC2(CC1)NC(=O)N(CC(=O)NCc1ccc(Cl)cc1)C2=O (stereo not given),nt,nt,0.1%,1%,nt,nt,0,-3,nt,nt,7
COc1ccc(CCC(=O)OCC(=O)N2CCN(S(=O)(=O)c3ccc(C)cc3C)CC2)cc1,nt,nt,0.0%,-1%,nt,nt,-2,-2,1,nt,12
Cc1noc(C)c1C(=O)OCC(=O)N1CCN(S(=O)(=O)c2ccc3ccccc3c2)CC1,-1%,?,-0.7%,-3%,2%,nt,11,-11,4,0,-13
O=C(Oc1ccc2c(c1)OCC2=O)c1ccc(Cl)cc1,-2%,2%,-0.3%,-2%,25%,nt,-4,2,2,-1,-13
CCCNC(=O)Cn1cccc1C(=O)c1ccccc1,0%,0%,-0.3%,1%,-3%,-1%,-6,18,0,2,0
O=C(NCc1ccccc1)C1CC(=O)N(C2CCCCC2)C1 (stereo not given),1%,-19%,-0.5%,1%,5%,nt,-10,3,1,nt,5
Cn1nnc2cc(C(=O)N3CCN(c4ccccn4)CC3)ccc21,-3%,nt,0.4%,2%,1%,5%,-1,8,0,1,3
Cn1nc(C(C)(C)C)c([N+](=O)[O-])c1C(=O)NC1CCCCC1,0%,nt,0.2%,-2%,-7%,nt,7,15,?,nt,7
O=C1CCN(Cc2ccc(O)cc2)CCN1CCO,nt,1%,-0.9%,-1%,9%,1%,0,8,-3,-5,9
CCc1nc2c(c(=O)c3ccccc3n2C)c(=O)n1CCc1ccc(OC)cc1,0%,0%,-0.2%,7%,5%,?,nt,nt,9,-3,nt
Clc1ccc2nc(CN3CCCc4ccccc43)cn2c1,0%,?,-0.2%,4%,-1%,-27%,0,6,8,-21,-9
O=C(c1ccc(Cl)c(Cl)c1)N1CCC(=O)N(C(COCc2cccc(Cl)c2)Cc2ccccc2)CC1 (stereo not given),nt,12%,-0.7%,3%,-2%,2%,6,9,8,-2,-19
O=C(CN1CCCC1)Nc1c2c(cc3c1CCC3)CCC2,nt,-10%,-0.2%,5%,5%,-22%,1,2,12,6,34
COc1cc(OC)c(C2N(C)c3ccccc3N2C)cc1OC,3%,-11%,0.0%,0%,12%,21%,nt,nt,-1,-1,nt
C/C(=N\N=C1/SC(CC(=O)O)C(=O)N1c1ccccc1)c1ccc(C)cc1 (stereo not given),5%,nt,0.5%,-4%,-11%,58%[activator],1,-26,1,-2,-3
CCOC(=O)c1cn(CC)c2cc(Cl)c([N+](=O)[O-])cc2c1=O,0%,-9%,-0.2%,-6%,5%,12%,17,-2,-3,4,-25
COc1cccc(NC(=O)CN(C)C(=O)c2ccc(OCC3CCCO3)cc2)c1 (stereo not given),nt,nt,0.3%,0%,nt,nt,14,-7,0,nt,-9
Cc1ccc(-n2c(SCC(=O)NCc3ccco3)nnc2-c2cccnc2)cc1,1%,-12%,0.0%,-4%,-11%,-19%,0,-6,1,-3,-4
Cc1cc(OCc2nnc(SC(C)C(=O)O)n2Cc2ccccc2)ccc1Cl (stereo not given),-3%,2%,0.0%,0%,-1%,5%,0,-15,2,13,2
O=C(O)Cc1sc(-c2ccccc2)nc1-c1cccs1,-1%,-4%,0.0%,2%,2%,15%,-8,0,-1,10,13
COc1ccc(C(=O)/C=C/c2ccc(O)cc2)cc1,-3%,-3%,-0.2%,4%,35%[activator],?,1,-13,14,8,-6
Cn1c(N)c(C(=O)COC(=O)c2ccccc2C(=O)c2ccccc2)c(=O)n(C)c1=O,nt,nt,0.8%,1%,nt,nt,-4,8,-1,nt,-26
Nc1nonc1-n1nnc(C(=O)N/N=C/c2ccc(Br)cc2)c1CN1CCOCC1,11%,5%,-0.9%,2%,8%,?,16,-24,2,2,-5

# At a glance, some entries already given.
structure,GALK inhibitor,PKM2 act,B2AR arrestin,USP2a block,MLL CXXC-DNA inh,Menin MLL FP TR,KCNH2 WT inh,Giardia killer,TRPV1 agonist,FBPA coupling cs,KCNH2 3.1 inh
CC(C)c1cc(N2CCC(=O)NC2=O)cc(C(=O)O)c1O,nt,3%,10%,2%,11%,-1%,14,-8,6,-1,11
COc1cc2[nH]c3c(=O)n4c(nc3c2cc1OC)SCCC4,2%,-2%,-1.1%,0%,0%,5%,6,7,-4,-6,14

# Back to the main list, starting two compounds before the break.
structure,GALK inhibitor,PKM2 act,B2AR arrestin,USP2a block,MLL CXXC-DNA inh,Menin MLL FP TR,KCNH2 WT inh,Giardia killer,TRPV1 agonist,FBPA coupling cs,KCNH2 3.1 inh
Cn1c(N)c(C(=O)COC(=O)c2ccccc2C(=O)c2ccccc2)c(=O)n(C)c1=O,nt,nt,0.8%,1%,nt,nt,-4,8,-1,nt,-26
Nc1nonc1-n1nnc(C(=O)N/N=C/c2ccc(Br)cc2)c1CN1CCOCC1,11%,5%,-0.9%,2%,8%,?,16,-24,2,2,-5
CCOC(=O)C1(Cc2ccccc2C)CCCN(C(=O)c2ccc(CSC)o2)C1 (stereo not given),5%,-1%,-0.9%,0%,-5%,nt,10,-21,?,nt,-21
Cc1c(C(c2cc3c(cc2Br)OCO3)c2c(C)n(C)n(-c3ccccc3)c2=O)c(=O)n(-c2ccccc2)n1C,-1%,2%,0.3%,1%,4%,-13%,-2,-19,3,-1,11
CC(Sc1ncnc2c1cnn2-c1ccccc1)C(=O)Nc1ccc(N2CCOCC2)cc1 (stereo not given),nt,nt,3.0%,1%,nt,nt,-3,-27,10,nt,-1
N#CCCN(C(=O)CSc1ccc2c(c1)OCCO2)c1ccc(F)cc1,-1%,0%,0.1%,-1%,-9%,-4%,-13,3,0,0,5
O=S1(=O)CCOC[C@H](c2ccccc2)N1Cc1cccc(Cl)c1,nt,-2%,-0.5%,5%,7%,21%,-22,-3,11,3,-7
Cc1sc2nc(SCC(=O)NCCOCCO)nc(N)c2c1C,2%,-9%,-0.3%,-1%,4%,3%,-13,5,-4,-1,-21
CC(C)NC(=O)N(C)C[C@H]1Oc2ccc(NC(=O)Nc3ccc(C(F)(F)F)cc3)cc2C(=O)N([C@H](C)CO)C[C@@H]1C,nt,nt,0.1%,-6%,nt,nt,-11,-21,nt,nt,-5
O=C(NC1CC1)c1cc(F)c(F)cc1Cl,0%,6%,3.5%,6%,7%,4%,-2,3,-1,4,-13
Cc1ccc(Cl)cc1N1CCN(C(=O)C2CCC(=O)N2C(C)C)CC1 (stereo not given),nt,-13%,-0.7%,3%,-6%,1%,8,-5,13,2,-7
CS(=O)(=O)N(CC(=O)Nc1ccccc1)c1cccc(Cl)c1Cl,-2%,-3%,-0.1%,3%,12%,12%,-5,3,4,-2,20
COc1cccc(NC(=O)Cn2cnc3sc(C)c(S(=O)(=O)N4CCN(C)CC4)c3c2=O)c1,-2%,-2%,-1.6%,-1%,0%,22%,44,-13,2,2,-7
[O-]/[N+](=C/c1cccnc1)c1ccc(Br)cc1,0%,4%,-0.9%,0%,10%,-16%,-7,0,-1,-5,-2
O=C(CCCOc1ccc(Cl)cc1Cl)N/N=C/c1ccccc1O,-2%,-26%,-0.2%,0%,11%,-10%,3,7,-8,-11,-6
